OXTR ag: agonists of human oxytocin receptor. actives 0.32% (n = 320,000). CHO-OTR cells, Fluo-8 calcium fluorescence; normalized: DMSO 0%, oxytocin 100%. AID 2435. activation, % at 3 µM;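 active means activation above the mean of all tested compounds plus 3 SD, cutoff set per screening run, cut at about 20% in these data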;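 further: peak over basal fluorescence ratio from a 100 s FLIPR kinetic read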
GPR7 antagonist: human neuropeptides B/W receptor 1 antagonism; P48145; GPR7-expressing cells, fluorescence antagonist assay; inhibition, % at 4.4 µM; actives 1.1% (n = 290,000); AID 1861; in the data active means inhibition above about 16%, passing the limit was not always enough;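 further: cells stimulated with the agonist NPW; 0% = agonist with vehicle and 100% = vehicle without agonist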
DNA FID counter: counter-screen for HCV NS3 helicase inhibitors: DNA intercalator displacement; DNA fluorescent intercalator displacement, fluorescence; inhibition, % at 7.9 µM; actives 0.17% (n = 290,000); AID 1845; in the data active means inhibition above about 37%;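 further: 0% = vehicle and 100% = reference compound; higher means more ethidium bromide displaced from hairpin DNA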
MEKK2 mut-MEK5: signal of MEK5 binding to mutant human MEKK2 PB1 domain; bead flow cytometry, Alexa488-MEK5 binding to MEKK2 mutant; percent response, % at 10 µM; actives 0.35% (n = 290,000); in the data active means percent response above about 24%, passing the limit was not always enough; further: inactives centre near 1; some results filed as inactive read as strong as hits; reference of the scale not given here
NALP1 inh: inhibitors of NALP1 inflammasome in yeast; S. cerevisiae NALP1/ASC/caspase-1 growth, X-gal OD620, 72 h; inhibition, % at 10 µM; actives 0.61% (n = 280,000); AID 2071; in the data active means inhibition mostly above about 24%, no sharp cut-off; inactive means mostly below about 32%; further: some compounds called inactive have numbers as strong as hits
PHOSPHO1 inh: PHOSPHO1 (human) inhibition; recombinant PHOSPHO1, absorbance phosphatase assay; actives 1.1% (n = 290,000); inhibition, % at 13.3 µM; Q8TCT1; in the data active means inhibition above about 60%
Target sequence (Q8TCT1 whole entry, looked up): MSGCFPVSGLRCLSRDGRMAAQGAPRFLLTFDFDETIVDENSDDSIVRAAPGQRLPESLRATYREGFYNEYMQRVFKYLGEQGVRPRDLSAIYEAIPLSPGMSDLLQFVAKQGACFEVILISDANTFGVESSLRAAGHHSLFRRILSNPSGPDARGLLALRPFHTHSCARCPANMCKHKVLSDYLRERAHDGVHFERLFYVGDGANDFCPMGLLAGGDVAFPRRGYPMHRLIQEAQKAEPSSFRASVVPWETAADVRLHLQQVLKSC
M18AAP inhibitor: blocks P. falciparum M18 aspartyl aminopeptidase. recombinant PfM18AAP, H-Glu-NHMec fluorogenic cleavage. actives 1.2% (n = 290,000). inhibition, % at 7.35 µM;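 active means inhibition above the campaign mean inhibition over all tested compounds plus 3 SD, cut at about 28% in these data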;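 further: 0% = plate median of test compound wells and 100% = 2 mM ZnCl2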
MEKK3 PB1 HTS: modulators (inhibitors or enhancers) of MEK5 binding to human MEKK3 PB1 domain; binding response (% of control), % at 10 µM; Q99759; AID 1529; actives 1.4% (n = 290,000); bead-based flow cytometry, Alexa488-MEK5 binding to MEKK3; actives lie on both sides; 0 = blocked by unlabeled MEK5, 100 = vehicle;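 active means binding response more than 3 SD above or below the average of its plate-row segment, actives on both sides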;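 further: Alexa488 bead fluorescence after subtracting the streptavidin-only scavenger bead signal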
Target sequence (Q99759 whole entry, looked up, the tested form may be a part): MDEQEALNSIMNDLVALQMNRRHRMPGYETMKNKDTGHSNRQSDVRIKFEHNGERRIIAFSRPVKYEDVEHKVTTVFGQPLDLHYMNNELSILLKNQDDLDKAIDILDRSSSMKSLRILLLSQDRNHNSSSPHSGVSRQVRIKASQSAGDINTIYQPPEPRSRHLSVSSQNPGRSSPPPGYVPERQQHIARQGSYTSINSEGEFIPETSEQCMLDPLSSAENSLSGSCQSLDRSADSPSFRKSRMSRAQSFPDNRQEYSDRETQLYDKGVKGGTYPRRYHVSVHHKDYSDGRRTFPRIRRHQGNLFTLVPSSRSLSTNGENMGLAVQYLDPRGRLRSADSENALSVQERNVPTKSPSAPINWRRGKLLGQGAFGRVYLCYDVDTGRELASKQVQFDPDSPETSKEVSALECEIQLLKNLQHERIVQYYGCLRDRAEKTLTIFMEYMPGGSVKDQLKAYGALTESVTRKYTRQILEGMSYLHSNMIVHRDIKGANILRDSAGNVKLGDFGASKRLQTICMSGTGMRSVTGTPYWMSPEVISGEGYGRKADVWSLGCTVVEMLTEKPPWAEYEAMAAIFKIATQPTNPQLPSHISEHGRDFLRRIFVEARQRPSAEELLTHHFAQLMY
MEKK2wt PB1 HTS: raises or lowers MEK5 binding to wildtype human MEKK2 PB1 domain. Q9Y2U5. bead flow cytometry, Alexa488-MEK5 binding to MEKK2 WT; actives lie on both sides. actives 1.1% (n = 290,000). binding response (% of control), % at 10 µM; in the data active means binding response below about 67% or above about 130%
An asterisk follows results filed as active; nt = not tested or not shown; [ ] = remark or other dose.

smiles	OXTR ag	GPR7 antagonist	DNA FID counter	MEKK2 mut-MEK5	NALP1 inh	PHOSPHO1 inh	M18AAP inhibitor	MEKK3 PB1 HTS	MEKK2wt PB1 HTS
O=C(CCNC(=O)C1CCN(S(=O)(=O)c2ccc(F)cc2)CC1)NCc1ccc(F)cc1	-0.5	-12.1	-30.1	2.0	5.6	22.5	1.2	100.0	101.0
Cc1noc(C)c1COc1ccc(C(=O)NCCc2ccccn2)cc1	0.7	-2.9	-9.8	-6.0	-7.3	58.5	-14.8	97.0	95.0
CNC(=S)N1N=C(c2cccs2)CC1c1ccc(OC)cc1 (configuration not stated)	-1.8	0.6	-20.1	12.0	8.4	24.3	1.6	105.0	104.0
COc1ccc(S(=O)(=O)N2CCC(C(=O)NCCCn3ccnc3)CC2)cc1C	0.2	-9.8	0.5	2.0	1.6	31.9	3.9	99.0	101.0
CC(C)[C@H](NC(=O)N1CCn2c1nc1ccccc12)C(=O)NCc1ccco1	-2.0	-10.9	-43.2	-1.0	11.3	34.1	4.4	98.0	100.0
O=c1c2ccccc2n(Cc2ccccc2F)c(=O)n1Cc1ccccc1F	0.3	-9.0	1.7	-2.0	11.2	15.4	-1.1	105.0	98.0
CCN1CCN(CCc2nc3cc([N+](=O)[O-])ccc3n2C)CC1	0.1	-16.9	2.8	3.0	-3.9	27.7	2.8	102.0	107.0
CN(C)S(=O)(=O)c1ccc(C(=O)OCC(=O)Nc2cccnc2Cl)cc1	-0.5	-17.5	-2.0	1.0	1.0	-9.8	6.3	103.0	103.0
COCCN1Cc2cccc(C(=O)NC(C)CCc3ccco3)c2C1=O (configuration not stated)	-1.9	-4.0	-17.9	-2.0	-4.9	-9.7	-0.7	100.0	96.0
Cc1ccc2nc3c(cc(C(=O)NCC4CCCO4)c(=N)n3CC3CCCO3)c(=O)n2c1 (configuration not stated)	0.2	-11.2	-2.4	2.0	-10.5	39.1	4.8	101.0	99.0
COc1cccc(/C=N/NC(=O)c2ccoc2C)c1O	0.1	-3.3	-11.5	-11.0	-17.1	23.7	2.6	90.0	99.0
O=C(O)c1cccc(NC2=C(N3CCOCC3)C(=O)c3ccccc3C2=O)c1	-0.8	-17.5	-0.3	4.0	0.2	3.8	12.8	100.0	102.0
CCCc1c(C(=O)NNc2ccccc2OC)cnn1-c1ccccc1	-2.0	7.6	-29.4	-17.0	5.6	3.2	17.0	94.0	90.0
CCOc1ccc(CO[C@@H]2O[C@H](CO)[C@@H](O)[C@H](O)[C@H]2NC(C)=O)cc1OC	nt	11.2	-6.4	0.0	31.1	46.3	-7.5	102.0	104.0
COc1ccc(-n2cnc3cc(N)ccc32)cc1	-0.7	-6.5	-5.1	10.0	7.7	-4.2	17.6	111.0	108.0
COc1cccc(NC(=O)CSc2nnc(CNC(=O)c3ccccc3F)o2)c1	0.8	-4.1	-12.6	3.0	-51.6	54.1	0.9	103.0	99.0
Cc1cc(=O)[nH]c2c(C)c(N)ccc12	0.9	0.0	2.7	-3.0	5.6	11.4	-1.0	98.0	96.0
O=C(N/N=C/c1ccc[nH]1)c1sc2ccccc2c1Cl	-1.3	-10.5	-3.5	6.0	6.2	25.8	10.0	110.0	104.0
Cc1ccc(S(=O)(=O)N(C)c2ccccc2C(=O)N2CCCC2)cc1	0.5	10.4	-28.1	2.0	15.2	9.0	-3.8	101.0	100.0
Cc1ccccc1NC(=O)Cn1cnc2c(oc3ccccc32)c1=O	0.3	-7.2	3.4	3.0	15.3	3.2	2.8	108.0	106.0
Cc1ccc(C)c(NC(=O)c2ccc(S(=O)(=O)C(F)F)cc2)c1	1.4	8.0	-1.7	1.0	24.0	6.0	-5.3	132.0*	109.0
COc1ccc([C@@H](C)NC(=O)c2ccc3oc(C(C)C)nc3c2)cc1	1.9	-2.1	-24.1	2.0	12.3	12.0	0.3	102.0	98.0
O=C(COC(=O)CC1CC2CCC1C2)NC(=O)NC1CCCC1 (configuration not stated)	-2.8	-13.3	-30.8	-4.0	-22.4	47.1	-1.5	98.0	100.0
O=C(CN1C(=O)/C(=C/c2ccc(F)cc2)SC1=S)N1CCN(CCc2ccccn2)CC1	7.4	-6.6	-23.8	7.0	0.1	45.5	4.2	97.0	100.0
C[C@@H]1C=C(C(=O)NCc2nc3ccccc3[nH]2)O[C@H](OCc2ccc(CO)cc2)C1	2.6	nt	nt	3.0	-3.9	-0.6	nt	88.0	78.0
O=C(OCc1ccc(F)cc1Cl)c1ccccn1	-1.8	-1.0	-5.5	6.0	-16.7	-7.0	-2.4	101.0	99.0
O=C(N/N=C/C=C/c1cccc([N+](=O)[O-])c1)c1ccncc1	-2.3	-2.3	-1.4	4.0	nt	41.6	-4.1	100.0	100.0
CC(O)[C@H]1CNC(=S)N1CCc1cccc(F)c1 (some centres not stated)	0.1	nt	nt	4.0	nt	26.5	nt	109.0	105.0
COc1cc(C)ccc1OCc1cc(C(=O)NC(C)Cn2cncn2)no1 (configuration not stated)	-0.1	-14.2	-10.4	5.0	6.9	31.3	-1.7	99.0	103.0
Cn1cccc1/C=N\NC(=O)c1cncc(Br)c1	0.2	-20.3	-12.7	15.0	-1.7	-24.7	1.6	108.0	105.0
Cc1cn(C2CCC(CO)O2)c(=O)[nH]c1=O (configuration not stated)	nt	-5.7	-4.6	1.0	0.5	26.5	-0.3	99.0	104.0
CC(CCN(C)C)OC(=O)c1ccc(C(C)c2ccccc2)o1 (configuration not stated)	1.8	-12.6	19.6	4.0	3.9	14.7	3.0	104.0	105.0
CCCCCc1c(C)[nH]c2nc3ccccc3n2c1=O	-0.8	0.2	-1.9	0.0	32.4	10.6	-14.1	101.0	105.0
COc1ccc(C(=O)C2CCCN(C(=O)c3ccccc3C(C)=O)C2)cc1F (configuration not stated)	1.0	-8.8	-17.2	8.0	12.8	41.2	4.7	106.0	107.0
Cc1ccc(N/C(N)=N/c2nc(CSc3nnc(N)s3)cc(=O)[nH]2)cc1	0.4	-11.6	-23.6	6.0	3.4	-5.9	2.9	107.0	101.0
Cc1cc(NC(=O)Nc2ccccc2[N+](=O)[O-])no1	-0.9	5.8	3.6	1.0	7.1	29.2	-3.0	101.0	101.0
CCN(CC)c1ccc(NC(=O)/C=C\c2ccccc2Cl)cc1	-1.2	9.9	31.1	10.0	26.9	69.3*	4.1	108.0	126.0
CCN(CC)c1nc2ccccc2[nH]c1=O	0.3	-16.3	-4.0	5.0	6.7	31.5	-11.2	101.0	97.0
CCCCNCCOCCSc1ccc(Cl)cc1	4.0	6.0	14.2	3.0	11.9	37.9	-5.2	103.0	113.0
Nc1nn(-c2ccccc2)nc1C(=O)OCc1ccccc1	-0.9	-8.9	-15.2	-2.0	nt	34.3	2.0	107.0	103.0
COc1cc(-c2ccc(Nc3ccccc3C(=O)O)c(OC)c2)ccc1Nc1ccccc1C(=O)O	nt	-8.5	6.8	-6.0	nt	-1.4	10.9	91.0	84.0
COc1ccc(NC(=O)c2c(C(F)(F)F)nn(C)c2SCc2ccccc2Cl)cc1	-2.1	-19.4	-14.8	-3.0	-7.6	16.2	0.8	100.0	97.0
COC(=O)CC1Nc2ccccc2SC1=O (configuration not stated)	0.3	-2.4	-1.8	2.0	-1.7	13.8	0.1	107.0	110.0
COc1ccc2c(=O)c3c(=O)n(Cc4ccco4)c(-c4ccco4)nc3oc2c1	-1.1	1.7	-8.1	0.0	-4.4	38.0	9.2	95.0	97.0
CCOC(=O)Cn1nc(C)c(NC(=O)c2ccc(Cl)c([N+](=O)[O-])c2)c1C	0.0	7.4	-3.5	-12.0	9.4	35.9	-0.3	89.0	86.0
CC(=O)Nc1ccc(N2CCc3c(C)c(C#N)c4nc5ccccc5n4c32)cc1	-1.1	-4.5	-1.6	-2.0	25.9	6.3	1.6	97.0	96.0
O=C(CN(C(=O)CNC(=O)c1ccco1)c1ccc(F)c(Cl)c1)NC1CCCCC1	6.0	9.5	-33.4	-5.0	2.6	32.5	-12.3	102.0	99.0
Cc1ccc(CN/C=C/C(=O)c2ccc(Br)cc2)cc1	0.1	-9.5	-4.0	4.0	0.7	25.3	-15.4	100.0	102.0
C=CCNC(=O)c1ccccc1NC(=O)C1CC(=O)N(C(C)C)C1 (configuration not stated)	0.9	-22.3	-4.6	13.0	20.8	8.5	3.4	103.0	109.0
COc1ccc(C(=O)Nc2ccc(N3CCN(c4ccc(OC)cc4)CC3)c(C#N)c2)cc1	0.7	-8.3	1.3	1.0	5.7	-31.3	-6.0	106.0	104.0
CCc1cc[n+](-c2nc3ccccc3nc2[N-]S(=O)(=O)c2ccc(Br)s2)cc1	0.5	3.1	-31.3	-1.0	0.1	-12.3	-5.1	116.0	97.0
CCOc1cc(C2C(C#N)=C(N)OC(C)=C2C(C)=O)c(Br)c(Br)c1OC(C)C (configuration not stated)	5.2	0.0	-19.6	0.0	-15.6	11.3	3.5	68.0*[inhibitor]	94.0
COc1cccc(-n2c(C)nn(CCOc3ccccc3)c2=O)c1	-0.4	-4.6	-9.0	-3.0	-11.1	38.9	-2.8	98.0	93.0
CCOC(=O)c1c(C)[nH]c(C(=O)COC(=O)CSCC(=O)N(CC)CC)c1C	5.5	-8.5	-28.1	3.0	20.6	4.6	9.2	101.0	103.0
O=C(N/N=C/c1cc([N+](=O)[O-])ccc1O)Nc1ccccc1	0.4	-1.2	2.9	1.0	17.0	-3.4	9.0	110.0	103.0
